All columns: NCI-60 one-dose screen, growth in % after 48 h at 10 µM unless noted; 100 = growth as untreated, 0 = no growth, -100 = all killed.
TK-10: TK-10 renal cancer cells | AID 1794769 | 81,000 compounds, 3.9% hits
786-0: 786-0 renal cancer cells; 81,000 compounds, 5.1% hits
IGROV1: IGROV1 ovarian cancer. 79,000 compounds, 4.7% hits. AID 1794786
NCI/ADR-RES: NCI/ADR-RES ovarian cells; 81,000 compounds, 4.4% hits
ACHN: ACHN renal cancer; 81,000 compounds, 4.9% hits
CAKI-1: CAKI-1 renal cancer | 75,000 compounds, 4.7% hits
UO-31: UO-31 renal cancer | 81,000 compounds, 5.2% hits
SN12C: SN12C renal cancer cells; 81,000 compounds, 3.8% hits; AID 1794767
The depositor's hits bear a star; . = no result given; & = joins results of further samples. The calls were made as follows: active = growth percent below 10; inactive = the rest. An unsorted share of the library (roughly 9.3% active in at least one column).

Start of the data: the first eleven entries (preview)
SMILES | TK-10 | 786-0 | IGROV1 | NCI/ADR-RES | ACHN | CAKI-1 | UO-31 | SN12C
CCOc1ccc(C2=CC(=O)C=CC2=O)cc1 | 124 | 101 | 84 | 94 | 106 | . | 68 | 92
NCCC1CCCCCC1 | . | 102 | 120 | 109 | 94 | 101 | 90 | 102
COc1ccc(-c2c(-c3ccc(O)cc3)c3ccccc3oc2=O)cc1 | 120 | 95 | 100 | 109 | 115 | 96 | 88 | 94
CCCCC(CC)COC(=O)CSC1=C(C)C(=O)c2ccccc2C1=O (configuration not stated) | 148 | 108 | 98 | 96 | 90 | 86 | 62 | 93
O=C(C[n+]1ccnc2ccccc21)c1ccccc1 | 128 | 94 | 83 | 96 | 95 | . | 73 | 100
CCn1c(Sc2nnc(NC(=O)c3ccccc3)s2)nc2c1c(=O)n(C)c(=O)n2C | 108 | 99 | 97 | 93 | 99 | 92 | 85 | 94
CSc1nc2nc(-c3cc4ccccc4[nH]c3=O)[nH]c2c(=O)[nH]1 | 110 | 101 | 84 | 111 | 97 | . | 107 | 104
COc1ccccc1-n1c(-c2cc(O)ccc2C)cn2c3c(=O)[nH]c(=O)n(C)c3nc12 | 99 | 53 | 10 | 101 | 27 | 40 | 36 | 42
COc1ccc(C(=O)/C=C/c2ccc(Oc3ccc(Br)cc3)cc2)cc1OC | 93 | 108 | 97 | 95 | 102 | 91 | 74 | 98
Nc1cc2c3ccccc3ccc2c2ccccc12 | 122 | 109 | 73 | 75 | 88 | . | 65 | 93
COc1ccc(S(=O)(=O)NCCNc2nccc(-c3c(-c4cccc(N)c4)nc4sccn34)n2)cc1 | 115 | 99 | 98 | 101 | 95 | 94 | 83 | 96

The list itself, previewed entries included:
SMILES | TK-10 | 786-0 | IGROV1 | NCI/ADR-RES | ACHN | CAKI-1 | UO-31 | SN12C
CCOc1ccc(C2=CC(=O)C=CC2=O)cc1 | 124 | 101 | 84 | 94 | 106 | . | 68 | 92
NCCC1CCCCCC1 | . | 102 | 120 | 109 | 94 | 101 | 90 | 102
COc1ccc(-c2c(-c3ccc(O)cc3)c3ccccc3oc2=O)cc1 | 120 | 95 | 100 | 109 | 115 | 96 | 88 | 94
CCCCC(CC)COC(=O)CSC1=C(C)C(=O)c2ccccc2C1=O (configuration not stated) | 148 | 108 | 98 | 96 | 90 | 86 | 62 | 93
O=C(C[n+]1ccnc2ccccc21)c1ccccc1 | 128 | 94 | 83 | 96 | 95 | . | 73 | 100
CCn1c(Sc2nnc(NC(=O)c3ccccc3)s2)nc2c1c(=O)n(C)c(=O)n2C | 108 | 99 | 97 | 93 | 99 | 92 | 85 | 94
CSc1nc2nc(-c3cc4ccccc4[nH]c3=O)[nH]c2c(=O)[nH]1 | 110 | 101 | 84 | 111 | 97 | . | 107 | 104
COc1ccccc1-n1c(-c2cc(O)ccc2C)cn2c3c(=O)[nH]c(=O)n(C)c3nc12 | 99 | 53 | 10 | 101 | 27 | 40 | 36 | 42
COc1ccc(C(=O)/C=C/c2ccc(Oc3ccc(Br)cc3)cc2)cc1OC | 93 | 108 | 97 | 95 | 102 | 91 | 74 | 98
Nc1cc2c3ccccc3ccc2c2ccccc12 | 122 | 109 | 73 | 75 | 88 | . | 65 | 93
COc1ccc(S(=O)(=O)NCCNc2nccc(-c3c(-c4cccc(N)c4)nc4sccn34)n2)cc1 | 115 | 99 | 98 | 101 | 95 | 94 | 83 | 96
O=[N+]([O-])c1ccc2c(c1)S(=O)c1cc([N+](=O)[O-])ccc1N2 | 110 | 108 | 117 | 102 | 97 | 99 | 78 | 101
Cc1c2c(nn1C)CN(C(=O)Nc1nc(-c3cccnc3)ccc1N)C2 | 84 | 96 | 94 | 79 | 101 | 95 | 92 | 108
CCOC(=O)c1nocc1CCCOc1ccc(C(=O)NCc2cccc(C(F)(F)F)c2)cc1C | 98 | 100 | 96 | 109 | 99 | 88 | 85 | 100
CCNCC(=O)Nc1cccc(Cl)c1 | 89 | 102 | 109 | 106 | . | . | 86 | 94
O=C(CSc1n[nH]c(-c2ccncc2)n1)Nc1ccc(Cl)cc1 | 82 | 89 | 69 | 100 | 86 | 105 | 68 | 78
O=C(N/N=C/c1ccc(F)cc1)c1ccccc1Nc1ccnc(C(F)(F)F)c1 | 107 | 90 | 102 | 93 | 101 | 82 | 84 | 101
CC1=NOCC(=O)N1 | 103 | 101 | 104 | 110 | 102 | 96 | 97 | 102
CC1=C(C)Cc2c(OC(=O)c3ccccc3)ccc(OC(=O)c3ccccc3)c2C1 | 162 | 105 | . | 98 | 111 | 103 | 104 | 98
S=C1CC(=S)c2cc(Cl)ccc2N1 | 141 | 102 | 62 | 102 | 92 | 88 | 80 | 97
CN(C=O)c1ccccc1 | 121 | 97 | 102 | 97 | 92 | 88 | 66 | 93
CC1=C(C(=O)Nc2cc(C)ccc2C)C(c2cccc([N+](=O)[O-])c2)C(C(=O)Nc2cc(C)ccc2C)=C(C)N1 | 68 | 71 | 58 | 83 | 63 | 60 | . | 72
Nc1ncc(-c2cnn(C3CCNCC3)c2)cc1-c1nc2ccccc2o1 | . | 20 | -14* | 43 | 22 | 68 | -18* | 14
NNc1nc2c(cnn2-c2ccccc2)c(=O)n1N | 128&106 | 112&108 | 95&107 | 100&101 | 111&105 | 92&90 | 74&94 | 102&98
COc1ccc(Nc2nc3ccc(NC(=O)NC4CCCCC4)cc3[nH]c2=O)cc1 | 117 | 73 | 94 | 103 | 95 | 88 | 95 | 92
COc1cc2oc(-c3ccc(O)cc3)cc(=O)c2c(O)c1-c1c(OC)cc(O)c2c(=O)cc(-c3ccc(O)cc3)oc12 | 75 | 49 | 17 | 80 | 49 | 27 | 15 | 16
CNC(=O)c1cn2c3c(c(N4CCN(C)CC4)c(F)cc3c1=O)OC[C@@H]2C | 91 | 96 | 111 | 102 | 111 | 95 | 92 | 104
C=CCSc1nnc(-c2c(C)nc3sccn23)o1 | 124 | 90 | 96 | 83 | 88 | 78 | 72 | 97
CC(=O)OC1Oc2ccccc2-c2oc(=O)c(-c3cc4ccc(N(C)C)cc4oc3=O)cc21 (configuration not stated) | 12 | 55 | . | 39 | 47 | 46 | . | 72
CC1(CSc2ccccc2)CC(=O)N1 (configuration not stated) | 96 | 103 | 105 | . | 102 | 108 | 90 | 98
O=C(NCc1ccccc1)NS(=O)(=O)c1c[nH]c(=S)[nH]c1=O | 77 | 98 | 115 | 100 | 109 | . | 95 | 111
CC(=O)OC(OC(C)=O)c1ccccc1[N+](=O)[O-] | 130 | 107 | 112 | 108 | 97 | 96 | 83 | 105
COc1cc(-c2nnc(SCC(=O)Nc3ccc(C(=O)/C=C/c4ccccc4)cc3)o2)cc(OC)c1OC | 99 | 93 | 104 | 92 | . | . | 89 | 102
Cc1cccc(C)c1N1C(=O)CC(Sc2ccccc2N)C1=O (configuration not stated) | 111 | 117 | 117 | 107 | 101 | 86 | 83 | 103
CC(=O)OC(OC(C)=O)c1ccccc1 | 122 | 104 | 105 | 104 | 112 | 107 | 94 | 109
CCC(CC)C(=O)OC(C)COc1ccc(C(C)(C)C)cc1 (configuration not stated) | 97 | 97 | 112 | 109 | 102 | 99 | 97 | 99
COc1cccc(C(=O)Nc2ccc(CN3CCc4nc5cc(OC)c(OC)cc5cc43)cc2)c1 | 42 | 64 | 32 | 47 | 37 | 22 | 27 | 54
CSc1nc(=O)n(CCC#N)nc1SC | 103 | 103 | 107 | 105 | 107 | 100 | 93 | 99
N#Cc1c(NC(=O)c2ccc(C(F)(F)F)c(Cl)c2)sc2c1CCC(=O)C2 | 16 | -48* | -35* | -49* | -97* | -72* | -99* | .
O=C1CSC(c2ccc(Cl)cc2)N1CCc1cccs1 (configuration not stated) | 118 | 90 | 27 | 104 | 94 | 87 | 81 | 130
N#CCCN(CCC#N)c1ccccc1 | 114 | 101 | 109 | 99 | 99 | 95 | 92 | 107
COc1ccc(S(=O)(=O)NCCCNc2cc(-c3cn(C(C)(C)C)nc3-c3ccccc3)ccn2)cc1 | 92 | 62 | 79 | 78 | 94 | 82 | 64 | 74
O=C(Nc1ccc(Nc2ccncc2)cc1)c1ccc([N+](=O)[O-])cc1 | 90 | 57 | 85 | 92 | 80 | 53 | 56 | 73
CCOC(=O)CNC(=O)Cn1c(=O)[nH]c2ccccc2c1=O | 99 | 100 | 105 | 101 | 104 | 98 | 92 | 99
O=c1cc(COc2ccc(N=Cc3ccccn3)cc2)c2cc(Cl)ccc2o1 | 135 | 90 | 76 | 96 | 93 | 86 | 57 | 92
CCOC(=O)NNC(=O)c1ccc(-n2nc(-c3ccccc3)c3ccccc32)cc1 | 95 | . | 83 | 92 | 91 | 67 | 80 | 90
COc1ccc(/C=C/c2nc(-c3n[nH]c(=O)n3-c3ccccc3)c3ccccc3n2)cc1 | 108 | 94 | 99 | 100 | 102 | 84 | 80 | 92
O=C(/C=C/c1ccc(O)c(O)c1)N1CCN(c2ccc(Cl)cc2)CC1 | 49 | 73 | 15 | 59 | 48 | 51 | 24 | 70
O=C1c2cccc3c(-c4ccc5c(c4)ncn5C4CCCCC4)ccc(c23)C(=O)N1CCO | 101 | 95 | 96 | 89 | 95 | 78 | 62 | 94
COc1ccc2c(c1)C(=O)CC(c1ccccc1OC)O2 (configuration not stated) | 169 | 104 | 79 | 86 | 101 | 89 | 97 | 95
O=C(NNC(=S)NCCc1ccccc1)c1ccc(OCc2nc3ccc(Cl)cc3[nH]2)cc1 | 84 | 79 | 80 | 94 | 81 | 80 | 54 | 73
O=[N+]([O-])c1ccc2c(c1)C(C(Cl)(Cl)Cl)OC(C(Cl)(Cl)Cl)O2 (configuration not stated) | 96 | 90 | 86 | 82 | 92 | 88 | 59 | 88
CC(C)CSc1nc(-c2ccc(F)cc2)c(C#N)c(N2CCCCC2)n1 | 91 | 91 | 104 | 89 | 99 | . | 95 | 105
O=C(/C=C1\C(=O)N(Cc2ccccc2)c2ccccc21)c1ccc(OCCN2CCCCC2)cc1 | 40 | -74* | 6.0* | 66 | -25* | . | -26* | 0.7*
CN(CCCCCl)P(=O)(OCc1ccc([N+](=O)[O-])o1)C(F)(F)c1ccc(CC(=O)NC[C@@H](O)/C=C\[C@@H](O)[C@H](CO)Cc2ccccc2)cc1 (some centres not stated) | 113 | 107 | 99 | 101 | 94 | 104 | 89 | 99
O=S(=O)(NCCNc1nccc(-n2cnc3ccccc32)n1)c1ccc(Br)cc1 | 103 | 103 | 91 | 98 | 94 | 82 | 80 | 91
COc1ccc(C2CC(=O)Nc3c(-c4cccc(F)c4)nsc32)cc1 (configuration not stated) | 109 | 89 | 102 | 92 | 95 | 89 | 78 | 94
CCCCCCC(CC)(C(=O)O)C(=O)O | 102 | 102 | 101 | 101 | 96 | 101 | 89 | 99
O=c1cc(Cl)c(=O)[nH][nH]1 | 95&119 | 100&101 | 110&109 | 107&105 | 102&101 | 101&96 | 107&118 | 97&97
Cc1cccc(NC(=O)N(C(C)C)C(C)C)c1 | 101 | 97 | . | 112 | . | 94 | 103 | 99

Following part
SMILES | TK-10 | 786-0 | IGROV1 | NCI/ADR-RES | ACHN | CAKI-1 | UO-31 | SN12C
CN1CCCc2cc(/C=C3\SC(=S)N(c4cc(N)cc(C(=O)O)c4)C3=O)ccc21 | 107 | 101 | 108 | 93 | 101 | 94 | 81 | 105
O=C(C1CCC1)N1N=C(c2ccc(-n3ccc(C(F)(F)F)n3)cc2)CC1c1ccc[nH]1 (configuration not stated) | 89 | 96 | 100 | 96 | 102 | 91 | 94 | 98
N#Cc1c(C(F)(F)F)cc(Nc2ccc3nc(NCCN4CCCC4)oc3c2)n2c1nc1ccccc12 | 79 | 26 | 80 | 86 | 83 | 74 | 67 | 56
O=C(CCCCN1CC(=O)N2[C@H](c3ccc(Br)cc3)c3[nH]c4ccccc4c3C[C@@H]2C1=O)NO | 179 | 100 | 60 | 90 | 85 | 76 | 67 | 79
CC(C)C(=O)Cc1cnccn1 | 104 | 109 | 106 | 101 | 108 | 83 | 91 | 99
CC(=O)Nc1nc2c(s1)Nc1ccccc1NC2=O | 137 | 108 | 112 | 111 | 106 | 95 | 84 | 101
O=C(CCCC(=O)c1ccc(F)cc1)N[C@@H](CC(=O)N1CCn2c(nnc2C(F)(F)F)C1)Cc1cc(F)c(F)cc1F | 85 | 106 | 88 | 103 | 103 | 100 | 87 | 94
CCCCCCCCCCCCCCCCCCCCCCCCC(O)C(=O)NC(CO)C(O)C(O)CCCCCCCCCCCCCC (configuration not stated) | 107 | 104 | 109 | 106 | 94 | 95 | 75 | 106
Cc1nc2n(c1CCC(=O)O)CCCC2 | 92 | 103 | 109 | 103 | 101 | 96 | 90 | 113
CC(=O)OC(C)CC(C)(C)OC(C)=O (configuration not stated) | 109 | 100 | 104 | 109 | 94 | . | 82 | 99
COc1ccc(OCC(=O)OC(C)C)cc1 | 93 | 104 | 103 | 93 | 108 | . | 90 | 97
NC(=O)c1c(NC(=O)c2ccc(C(F)(F)F)cc2)sc2cc(O)ccc12 | 130 | 107 | 84 | 90 | 94 | 87 | 55 | 87
CCN(CC)CCCNc1cccc2ccc(N)nc12 | 99 | 103 | 95 | 95 | 94 | 98 | 73 | 93
COC(=O)C1=C(C(=O)c2cccc(OC)c2)C(c2ccco2)C(C#N)=C(N)O1 (configuration not stated) | 128 | 113 | 111 | 96 | 105 | 95 | 91 | 102
COc1cc(OC)c(OC)cc1/C=C/C(=O)c1cccc(B(O)O)c1 | 109 | 96 | 97 | 89 | 81 | 79 | 66 | 92
O=C(CC(=O)c1ccccn1)c1ccccc1 | 80 | 65 | 38 | 50 | 75 | 41 | 60 | 77

Source: PubChem
